# Screening data as filed in PubChem.
# RORa activator: activators of orphan receptor RORA, primary screen, cell-based, luminescence; CHO-K1 Gal4-RORA LBD luciferase reporter; percent increase over mock-subtracted basal signal; activation, % at 10 µM; hit rate 1.5% among 65,000;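 active = activation above the mean of all tested compounds plus 3 SD, cut at about 49% in these data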;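 also: 0% = DMSO-treated RORA cells and 100% = added signal equal to DMSO minus mock-transfected cells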
# Fluor 339 460: intrinsic fluorescence of library compounds, ex339/em460 – biochemical, MLSMR library, data from DPM-DC assay, artefact control, profiling panel. compound autofluorescence, ex339/em460 nm, NADH buffer; stronger effect = higher value; 1 = no-compound wells, NADH background. fluorescence fold increase at 10 µM. hit rate 5.5% among 65,000. AID 709, 2007;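 active = at 10 µM, mean starting fluorescence two-fold or more over control wells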;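 also: signal is the first read of a kinetic run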
# Ecoli tolC: growth inhibitors of E. coli tolC mutant, primary screen, strain BW25113 ΔtolC::kan, 384-well | OD615 | growth inhibition, % at 10 µM (by protocol) | hit rate 2.2% among 65,000 | AID 573, 2007;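 active = growth inhibition at or above a cutoff equal to the mean over every tested compound plus 3 SD, cut at about 60% in these data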;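 also: growth measured after 20 h incubation at 37 °C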
#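 test system = E. coli BW25113 ΔtolC::kan bacteria | medium = LB with kanamycin 50 µg/mL | signal = OD at 615 nm | schedule = 37 °C, 20 h exposure | evaluation = % inhibition of E. coli growth | compound dosing = one dose of 10 µM final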
# Ec RNAP inh: E. coli RNAP inhibitors, biochemical | inhibition, %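 (tested at 10 µM)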 | hit rate 0.2% among 62,000 | E. coli RNA polymerase, fluorescence transcription assay; in the data active = inhibition above about 20%;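 also: 0% = enzyme without compound and 100% = no enzyme blank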
# Target sequence (P0A8V2 whole entry, looked up): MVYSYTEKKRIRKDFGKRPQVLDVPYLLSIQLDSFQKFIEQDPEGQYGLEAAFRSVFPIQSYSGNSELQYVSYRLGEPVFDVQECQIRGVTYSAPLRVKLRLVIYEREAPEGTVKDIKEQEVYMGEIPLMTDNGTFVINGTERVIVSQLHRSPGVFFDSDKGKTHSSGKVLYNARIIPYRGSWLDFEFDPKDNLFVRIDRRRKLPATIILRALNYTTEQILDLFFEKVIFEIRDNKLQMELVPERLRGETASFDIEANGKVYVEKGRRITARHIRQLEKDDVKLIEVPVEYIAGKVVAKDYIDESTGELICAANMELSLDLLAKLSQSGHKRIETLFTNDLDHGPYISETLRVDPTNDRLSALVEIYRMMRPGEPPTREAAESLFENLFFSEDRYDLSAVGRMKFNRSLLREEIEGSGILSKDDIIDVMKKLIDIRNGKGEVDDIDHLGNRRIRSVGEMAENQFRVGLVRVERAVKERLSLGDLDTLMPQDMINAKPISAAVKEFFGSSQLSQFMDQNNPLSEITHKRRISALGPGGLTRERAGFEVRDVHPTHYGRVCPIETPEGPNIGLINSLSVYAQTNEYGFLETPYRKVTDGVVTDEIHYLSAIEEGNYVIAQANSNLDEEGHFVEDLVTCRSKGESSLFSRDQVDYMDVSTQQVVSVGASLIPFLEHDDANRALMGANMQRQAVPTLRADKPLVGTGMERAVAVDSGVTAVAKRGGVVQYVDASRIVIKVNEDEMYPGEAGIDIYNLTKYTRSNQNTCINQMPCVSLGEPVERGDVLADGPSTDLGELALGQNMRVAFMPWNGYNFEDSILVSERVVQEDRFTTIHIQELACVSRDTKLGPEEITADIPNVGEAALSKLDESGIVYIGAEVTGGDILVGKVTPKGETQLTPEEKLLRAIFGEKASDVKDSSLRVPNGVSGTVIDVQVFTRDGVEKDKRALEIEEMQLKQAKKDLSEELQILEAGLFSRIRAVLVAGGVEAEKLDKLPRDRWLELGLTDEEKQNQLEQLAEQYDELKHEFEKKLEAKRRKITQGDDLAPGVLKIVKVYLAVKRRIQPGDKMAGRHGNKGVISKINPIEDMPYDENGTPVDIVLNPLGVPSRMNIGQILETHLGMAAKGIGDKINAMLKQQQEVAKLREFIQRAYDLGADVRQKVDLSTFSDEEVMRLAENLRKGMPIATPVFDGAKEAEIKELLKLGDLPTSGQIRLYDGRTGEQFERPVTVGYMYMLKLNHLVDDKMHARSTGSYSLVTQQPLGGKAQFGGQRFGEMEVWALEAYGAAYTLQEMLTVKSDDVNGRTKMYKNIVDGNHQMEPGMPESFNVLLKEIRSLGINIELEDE
# M1 agonist: M1 muscarinic receptor agonists, primary screen, CHO-M1 cells, Fluo-4 calcium, agonist mode. B-score at 10 µM. Fluo-4 calcium fluorescence; stronger effect = higher value. hit rate 3% among 64,000. Muscarinic acetylcholine receptor M1;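 active = fluorescence rise, raw or as B-score row- and column-corrected plate score, outside the 99.7% band of its plate's samples, either direction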
# TNAP act DEA: human TNAP enzyme activators, primary screen, biochemical, luminescent, intermediate phosphate acceptor level | purified TNAP, CDP-star luminescence, 100 mM DEA, 30 min; stronger effect = higher value; scale: 0 levamisole-inhibited, 1 vehicle-only enzyme | Alkaline phosphatase, tissue-nonspecific isozyme (Homo sapiens), P05186 | 64,000 tested, under 10 active | activation factor at 20 µM;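 active = activation factor of at least 2 at 20 µM, relative to controls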
# NADH enzymes: inhibitors of PK/LDH coupling enzymes, profiling panel, artefact control, biochemical, MLSMR library | coupled PK/LDH NADH assays, four targets | IC50, µM (doses to about 10 µM), inactives show at the highest dose inhibition | hit rate 0.02% among 65,000 | AID 774, 2007;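 active = single-dose screening hits from any of four coupled enzyme assays that gave an IC50 when retested across doses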;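 also: the DPM-DC format reads NADH fluorescence rather than 340 nm absorbance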
# SF1 activator: activators of human SF-1, primary screen, cell-based, CHO-K1, Gal4-SF-1 LBD, luciferase luminescence | Steroidogenic factor 1 (Homo sapiens), Q13285 | CHO-K1 Gal4-SF-1 LBD luciferase reporter; % increase over DMSO SF-1-specific signal | activation, % at 10 µM | hit rate 1.9% among 65,000;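 active = activation above the mean activation of all tested compounds plus 3 SD, cut at about 50% in these data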
#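 material = CHO-K1 cells with Gal4–hSF-1 LBD chimera plus Gal4-driven luciferase | compound = 10 µM single point, 1% DMSO | incubation = 20 h compound exposure at 37 °C after 1 h cell settling | measured by = SteadyLite luciferase luminescence | evaluation = percent activation relative to DMSO median and mock-transfected background | control set = DMSO negative control and −SF1 background wells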
# M1 antag: antagonists of rat M1 muscarinic receptor. B-score at 10 µM. CHO-M1 cells, Fluo-4 calcium, ACh EC80 antagonist mode; stronger effect = lower value. hit rate 3.4% among 64,000;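 active = calcium fluorescence response, raw or row-and-column corrected B-score, differing from the plate sample mean either way at a set confidence level, mostly lower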
# The depositor's hits bear a star; . = not tested or not shown; [ ] = dose if it differs, or a comment.
SMILES,RORa activator,Fluor 339 460,Ecoli tolC,Ec RNAP inh,M1 agonist,TNAP act DEA,NADH enzymes,SF1 activator,M1 antag
CCN(CC)CCN1C(=O)C(=O)/C(=C(/O)c2ccccc2)C1c1ccccc1F (stereo not drawn),17,1.1,-14,4,-0.47,0.9,7%,18,0.71
Cc1cccn2c(=O)c3cc(C(=O)N(C)C)n(C)c3nc12,17,4.9*,-5,-3,-1.4,1,9%[fluoresces],18,0.00019
O=C(Nc1nncs1)c1ccc(Br)c(S(=O)(=O)N2CCCC2)c1,-10,1.1,4,6,0.53,0.9,8%,-8,1.4
CCCCNC(=O)CC(NS(=O)(=O)c1ccc(C)cc1)c1ccco1 (stereo not drawn),19,1.1,6,6,1.2,1.1,10%,-9,-0.46
COc1ccc(S(=O)(=O)N(CC(=O)Nc2ccc3c(c2)OCO3)c2ccccc2OC)cc1,0,1,25,9,0.84,0.9,5%,-1,0.12
CCc1ccc(N2CC(C(=O)NC3=NCCS3)CC2=O)cc1 (stereo not drawn),-23,1.1,-26,4,0.089,1.1,6%,-8,-0.38
CC12COC3(C(=O)Nc4cccnc4)CC1CCC32C (stereo not drawn),-14,0.98,-2,3,0.23,1,6%,-1,0.26
Cc1cc(NC(=O)c2cc(C)on2)n(-c2ccccc2)n1,-27,1.1,-14,10,0.84,0.9,5%,-5,-0.029
COc1ccc(C(=O)O)cc1NS(=O)(=O)c1cccc2nsnc12,2,1.1,-38,.,-0.22,.,8%,6,-0.65
CCCn1c(=O)c2c(c3ccccc31)OC(C)C(=O)N2 (stereo not drawn),-6,1.1,-10,2,0.43,0.9,9%,10,-0.34
Cc1cc(OC(=O)CNC(=O)OC(C)(C)C)c2c(C)cc(=O)oc2c1,-10,0.96,-5,6,1.5,0.9,15%,5,0.71
NC(=O)c1nn(-c2ccccc2)nc1NC(=O)CN1CCCCC1,-28,1.4,-17,1,1.9,1,2%,-16,0.35
O=C(Cc1ccccc1)Nc1cccc(-c2nc3ncccc3o2)c1,-7,1.3,19,1,-0.35,0.9,0%,13,-0.18
CCn1c(=O)n(CC(=O)NCc2ccco2)c(=O)c2ccccc21,-23,1.2,-19,.,-0.55,.,3%,-3,0.068
CSc1nc(N2CCN(CCO)CC2)c2sc3nc(-c4ccco4)c4c(c3c2n1)CCC4,-19,1.4,-20,3,-1,0.9,4%,10,0.2
N#C/C(Cn1c[n+](NC(=O)Nc2ccccc2)cn1)=N/O,-4,1.1,-15,8,-0.39,0.9,5%,3,-0.0041
Cc1oc2cc(OC(C)C(=O)O)ccc2c(=O)c1Oc1ccccc1 (stereo not drawn),-19,0.94,-8,-2,0.25,1,11%,-1,0.07
COC(=O)c1ccc(NC(=O)C2CC(=O)N(c3cc(C)ccc3C)C2)cc1 (stereo not drawn),2,1,15,4,1.7,0.9,3%,10,-0.41
Cn1c(SCc2ccccc2)nnc1-c1cccs1,50*,1.1,2,9,2.3,0.8,4%,57*,0.93
O=C(Nc1ccc(N2CCN(C(=O)c3ccco3)CC2)cc1)c1ccccc1F,-7,1.1,-13,7,-1.4,0.9,5%,1,-1.1
c1cncc(-c2nc(-c3ccc4c(c3)OCO4)cs2)c1,40,1.1,-5,-3,0.039,0.9,3%,49,-0.4
CCOC(=O)N1CCN(C(=O)c2ccc(Cl)c(S(=O)(=O)N3CCOCC3)c2)CC1,-4,1.1,-15,8,0.5,0.9,5%,0,-0.43
CCC(C)c1ccc(O)c(NC(=O)c2ncn[nH]2)c1 (stereo not drawn),-7,1.1,10,2,12*,0.9,13%,-1,0.78
COc1ccccc1CNC(=O)Cn1cc2c(n1)CCCC2,-26,1.1,-4,3,0.43,0.9,0%,-12,0.016

# Copied from the list:
# `CCOC(=O)N1CCN(C(=O)c2ccc(Cl)c(S(=O)(=O)N3CCOCC3)c2)CC1` – Fluor 339 460 = 1.1
# `Cc1oc2cc(OC(C)C(=O)O)ccc2c(=O)c1Oc1ccccc1` (stereo not drawn) – Fluor 339 460 = 0.94

# Seven compounds from above, limited to M1 agonist, NADH enzymes and RORa activator.
compound | M1 agonist | NADH enzymes | RORa activator
O=C(Cc1ccccc1)Nc1cccc(-c2nc3ncccc3o2)c1 | -0.35 | 0% | -7
CCn1c(=O)n(CC(=O)NCc2ccco2)c(=O)c2ccccc21 | -0.55 | 3% | -23
CSc1nc(N2CCN(CCO)CC2)c2sc3nc(-c4ccco4)c4c(c3c2n1)CCC4 | -1 | 4% | -19
N#C/C(Cn1c[n+](NC(=O)Nc2ccccc2)cn1)=N/O | -0.39 | 5% | -4
Cc1oc2cc(OC(C)C(=O)O)ccc2c(=O)c1Oc1ccccc1 (stereo not drawn) | 0.25 | 11% | -19
COC(=O)c1ccc(NC(=O)C2CC(=O)N(c3cc(C)ccc3C)C2)cc1 (stereo not drawn) | 1.7 | 3% | 2
Cn1c(SCc2ccccc2)nnc1-c1cccs1 | 2.3 | 4% | 50*

# Remaining list, next part.
SMILES,RORa activator,Fluor 339 460,Ecoli tolC,Ec RNAP inh,M1 agonist,TNAP act DEA,NADH enzymes,SF1 activator,M1 antag
O=C(NCc1ccncc1)c1cccc(Cn2cc(Br)cn2)c1,-7,1.1,-4,-10,-1.2,1,7%,-4,-10*
CCOc1ccccc1C(=O)NC(C(=O)OCC(=O)Nc1nnc(-c2ccccc2)o1)C(C)C (stereo not drawn),2,1,87*,5,-1.5,0.9,4%,1,1.5
C=CCSc1nc(N)c(C#N)c(-c2ccc(C)cc2)c1C#N,-18,1.4,19,7,-0.17,0.9,4%,-13,0.055
O=C(CN1C(=O)c2ccccc2C1=O)Nc1ccc(N2CCOCC2)cc1,1,1.1,-12,13,-0.028,0.9,5%,3,0.42
C=CCSc1ncccc1C(=O)O,-3,0.99,-1,1,0.015,0.9,2%,9,-0.72
O=C(C1=C(O)C(=O)N(CCN2CCOCC2)C1c1ccncc1)c1ccco1 (stereo not drawn),-4,1.1,2,3,-1.1,1,5%,-7,0.66
O=C(Nc1nnc(C2CC2)o1)c1ccc(S(=O)(=O)N2CCCc3ccccc32)cc1,9,0.98,100*,-1,-0.013,1,7%,-49,0.16
O=C(O)c1cc(CN2CCOCC2)oc1-c1ccccc1,5,1.1,-2,9,0.31,0.9,2%,10,1.1
CCC(c1nnnn1CCc1ccccc1)N(Cc1ccco1)Cc1cc2cccc(C)c2[nH]c1=O (stereo not drawn),31,1.2,18,10,0.7,0.9,2%,7,0.15
Cc1ccc(NC(=O)COc2nc(C)cs2)cc1,2,0.98,-11,12,-0.27,0.9,4%,17,0.12
CCOc1ccc(C(=O)NCCn2cc(SCC(=O)Nc3cc(C)on3)c3ccccc32)cc1,-18,1.1,-1,3,-0.63,0.9,3%,-9,0.56
CCCn1c(NCc2ccco2)nc2ccccc21,2,1.1,-9,8,0.04,1,12%,10,0.15
CCCn1c(SCC(=O)c2cc(OC)ccc2OC)nnc1C(C)C,-8,1.1,-9,7,0.45,0.9,9%,-2,0.0088
CC(C)N(C(=O)CSc1nnc(CN2CCCCCC2=O)n1-c1ccccn1)C(C)C,-13,0.81,-8,3,-1.5,1,10%,-2,0.11
CCS(=O)(=O)c1nc(NC(C)=O)n[nH]1,-6,1,-14,-7,0.65,0.9,6%,-3,0.011
CCCCCn1c(CNC(=O)c2cccs2)nc2ccccc21,-5,1.1,20,.,0.045,.,2%,-9,0.19
COc1nc2ccccc2cc1-c1noc(-c2cccnc2)n1,35,1.5,9,11,-0.31,0.9,7%,8,0.48
CC(=O)c1cc(-c2ccc(F)cc2)n(CC(=O)NCc2cccs2)c1C,-26,1.1,-6,5,-0.015,0.9,9%,-3,0.5
CC(=O)n1c2ccccc2c2c1c1ccccc1n2C,-1,2.1*,23,.,-0.68,0.9,7%[fluoresces],6,-0.4
CN(CC(=O)NCCCN1CCOCC1)S(=O)(=O)c1ccc(Br)cc1,-15,1.1,-15,6,0.23,0.9,4%,-12,-0.65
C=CCOC(=O)c1sc(N2C(=O)c3oc4ccccc4c(=O)c3C2c2ccco2)nc1C (stereo not drawn),24,1.3,2,7,-0.39,0.9,6%,32,0.22
COc1ccccc1-c1nc(-c2ccccn2)no1,-50,1.1,1,1,-0.076,0.9,8%,-32,-0.063
CCOC(=O)c1[nH]c(C)c(C(=O)NCCc2ccc(OC)cc2)c1C,-6,1,-7,-2,1.5,1,3%,-2,0.0046
CN(C)S(=O)(=O)c1ccc2c(c1)C(CC(=O)O)NC2=O (stereo not drawn),1,1.1,-9,3,0.6,0.9,9%,10,0.015

# Next part; it opens with the two that closed the last part.
SMILES,RORa activator,Fluor 339 460,Ecoli tolC,Ec RNAP inh,M1 agonist,TNAP act DEA,NADH enzymes,SF1 activator,M1 antag
CCOC(=O)c1[nH]c(C)c(C(=O)NCCc2ccc(OC)cc2)c1C,-6,1,-7,-2,1.5,1,3%,-2,0.0046
CN(C)S(=O)(=O)c1ccc2c(c1)C(CC(=O)O)NC2=O (stereo not drawn),1,1.1,-9,3,0.6,0.9,9%,10,0.015
c1ccc2c(c1)ccc1nnc(-c3ccc4c(c3)OCO4)n12,-15,1.6,8,-9,-0.89,0.9,4%,0,-0.41
O=S(=O)(c1ccccc1)N1CCSC1c1ccco1 (stereo not drawn),-23,1,2,-8,-0.0045,0.8,3%,0,-0.067
CC(=NCc1cccnc1)C1=C(O)c2ccccc2C1=O,11,0.98,11,9,-0.071,0.9,9%,-11,-0.26
O=S(=O)(O)c1nc2ccccc2n1Cc1ccc(Cl)cc1Cl,-10,1.1,17,4,-0.36,0.9,3%,-5,0.45
COc1ccc2[nH]c(=O)c(CN(CC3CCCO3)C(=O)Nc3ccccc3)cc2c1 (stereo not drawn),-10,2.9*,11,3,2.9*,0.9,15%,0,-0.84
O=S(=O)(Nc1ccc2c(c1)CCC2)c1cccs1,28,1,22,2,0.25,0.9,6%,-3,-0.9
CC(C)(O)C#Cc1ccc(C(=O)N2CCCC2C(=O)O)s1 (stereo not drawn),11,1.1,-18,0,-0.14,1,6%,-16,0.009
O=C(Nc1ccc(Cl)cc1)N(Cc1cccnc1)Cc1ccco1,-1,1,12,8,-0.26,0.9,8%,-25,-0.52
Cn1c(C(=O)N2CCN(Cc3ccc4c(c3)OCO4)CC2)cc2sccc21,-12,1.1,-2,8,0.24,0.9,8%,-22,-0.81
O=C1CC(Nc2ccc(N3CCOCC3)cc2)C(=O)N1c1ccccc1F (stereo not drawn),-5,1,0,7,0.4,1,4%,-14,0.32
